Screens deposited in PubChem BioAssay by several laboratories.
SMARCA2 act: SMARCA2 (BRM) function activators, primary screen, cell-based, luminescence, high throughput; MG213 cells, MMTV-luciferase reporter, dexamethasone, overnight; activation, % at 9.1 µM; hit rate 1% among 370,000; AID 652017, 2013; in the data active = activation above about 7.8%;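 also: 0% = vehicle wells and 100% = reference activator wells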
DAX1 inh-1: DAX1 (NR0B1) inhibitors on StAR promoter, primary screen, cell-based, luminescence, SF-1 (NR5A1), full-length DAX-1; hit rate 1.1% among 370,000; AID 652010, 2013; HEK293T StAR-luciferase reporter, SF-1/DAX-1 repression relief; inhibition, % at 6.8 µM;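 active = inhibition above the mean over all tested compounds plus 3 SD, cut at about 3.6% in these data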;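 also: 0% = DAX-1 cells with DMSO and 100% = cells lacking DAX-1 with DMSO; higher inhibition means more luminescence from relief of DAX-1 repression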
FXN GAA850 act: FXN promoter activators, primary screen, cell-based, luciferase luminescence, HEK293 lucGAA850; activation, % at 6 µM; hit rate 0.56% among 360,000; HEK293 lucGAA850 FXN promoter luciferase reporter, 24 h; percent of 10 µM SAHA response;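 active = activation above the average of all compounds screened plus 3 SD, cutoff fixed separately per campaign, cut at about 7.5% in these data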;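 also: 0% = DMSO wells and 100% = 10 µM SAHA wells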
hcDAF12 agonist: H. contortus DAF-12 nuclear receptor activators, primary screen, cell-based, luminescence, HEK293, lit1-tk-luc reporter; HEK293 hcDAF-12 lit1-tk-luc reporter; 0% DMSO, 100% Δ7-dafachronic acid; activation, % at 6.8 µM; hit rate 1.4% among 370,000;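 active = activation above the mean of all tested compounds plus 3 SD, cut at about 5.5% in these data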;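 also: 100% = response to 3 µM Δ7-dafachronic acid high control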
ssDAF12 agonist: S. stercoralis DAF-12 nuclear receptor activators, primary screen, cell-based, luminescence, HEK293, GRIP1 co-expression, lit1-tk-luc. Nuclear hormone receptor DAF-12 (Strongyloides stercoralis). HEK293 ssDAF-12/GRIP1 lit1-tk-luc reporter; % of 3 µM dafachronic acid response. activation, % at 6.8 µM. hit rate 1% among 370,000;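 active = activation above the mean over all tested compounds plus 3 SD, cut at about 0.9% in these data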;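 also: 0% = DMSO-only wells and 100% = 3 µM delta7-dafachronic acid wells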
ADAM17 inh: ADAM17 inhibitors, primary screen, biochemical, QFRET | hit rate 0.83% among 370,000 | inhibition, % at 6.95 µM | Disintegrin and metalloproteinase domain-containing protein 17 (Homo sapiens), P78536 | recombinant ADAM17, EDANS/DABCYL FRET peptide cleavage;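 active = inhibition above the mean of compounds lying between control limits plus 3 SD, set per campaign, cut at about 8.5% in these data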;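 also: 0% = DMSO-only wells as the low control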
DAX1 inh-2: DAX1 (NR0B1) inhibitors, primary screen, cell-based, HEK293, Gal4-DAX1, luciferase luminescence. Nuclear receptor subfamily 0 group B member 1 (Homo sapiens), P51843. HEK293 Gal4-DAX1 luciferase reporter. inhibition, % at 6.75 µM. hit rate 0.99% among 340,000. AID 504766, 2011;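 active = inhibition above the mean over all tested compounds plus 3 SD, cut at about 4.2% in these data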;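 also: 0% = DAX1-transfected cells with DMSO and 100% = empty-vector control cells with DMSO; inhibition shows as a rise in luminescence from relieved DAX1 repression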
Target sequence (P51843 207-470 limits assumed): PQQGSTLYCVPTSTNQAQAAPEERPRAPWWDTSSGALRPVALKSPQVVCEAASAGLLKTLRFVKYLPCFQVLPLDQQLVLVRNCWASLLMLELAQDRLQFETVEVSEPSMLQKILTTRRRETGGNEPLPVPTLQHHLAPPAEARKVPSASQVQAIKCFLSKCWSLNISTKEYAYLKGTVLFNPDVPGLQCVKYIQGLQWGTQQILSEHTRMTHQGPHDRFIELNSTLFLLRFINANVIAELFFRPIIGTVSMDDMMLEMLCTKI
hgDAF-12 ag: H. glycines DAF-12 receptor agonists, primary screen, cell-based, luminescence, HEK293, GAL4 fusion, UAS-luciferase; HEK293 GAL4-hgDAF12 UAS-luciferase reporter, agonist luminescence; normalized to butyrate control; activation, % at 6.8 µM; hit rate 1.8% among 370,000; AID 687014, 2013;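 active = activation above a cutoff set at the mean of all screened compounds plus 3 SD, cut at about 10% in these data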;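 also: 0% = DMSO wells and 100% = sodium butyrate wells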
ADAM10 inh: human ADAM10 inhibitors, primary screen, biochemical, QFRET, HTS; Disintegrin and metalloproteinase domain-containing protein 10 (Homo sapiens), O14672; recombinant ADAM10, EDANS/DABCYL FRET peptide cleavage, 3 h; inhibition, % at 7 µM; hit rate 0.62% among 370,000;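 active = inhibition above a per-campaign cutoff equal to the mean of compounds falling between control-based bounds plus 3 SD, cut at about 20% in these data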;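 also: 0% = DMSO wells while the 100% control is not disclosed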
Target sequence (O14672 214-748 limits assumed): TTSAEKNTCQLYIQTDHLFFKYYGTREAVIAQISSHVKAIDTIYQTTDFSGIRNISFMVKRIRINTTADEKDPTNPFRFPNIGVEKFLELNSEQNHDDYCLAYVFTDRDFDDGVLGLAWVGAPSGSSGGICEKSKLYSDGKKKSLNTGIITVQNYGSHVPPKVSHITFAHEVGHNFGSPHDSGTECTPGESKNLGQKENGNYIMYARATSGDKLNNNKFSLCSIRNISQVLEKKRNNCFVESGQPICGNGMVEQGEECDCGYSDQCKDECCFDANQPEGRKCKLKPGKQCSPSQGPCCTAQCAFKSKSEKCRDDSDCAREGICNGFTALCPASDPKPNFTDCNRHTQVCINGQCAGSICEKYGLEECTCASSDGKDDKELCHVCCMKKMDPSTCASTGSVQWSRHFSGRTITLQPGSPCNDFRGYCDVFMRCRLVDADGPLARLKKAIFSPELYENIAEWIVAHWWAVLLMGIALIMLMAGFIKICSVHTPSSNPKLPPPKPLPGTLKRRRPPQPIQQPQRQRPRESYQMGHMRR
GC-A act: GC-A stimulated cGMP production enhancers – HEK293 GC-A cells, cGMP TR-FRET, EC30 ANP, primary screen; AID 1671463, 2021; hit rate 0.14% among 370,000; Atrial natriuretic peptide receptor 1 (Homo sapiens), P16066; 0% at EC30 ANP, 100% saturating ANP; activation, % at 10 µM; in the data active = activation above about 40%
PG9 binder: binders of HIV-1 gp120 antibody PG9, primary screen, biochemical, TR-FRET; TR-FRET gp120-PG9 antibody binding; hit rate 0.43% among 360,000; inhibition, % at 6.7 µM; AID 624416, 2012; HIV-1 gp120 / PG9 antibody interaction; in the data active = inhibition above about 8.5%
The depositor's hits bear a star; · = no result given.

cpd	structure	SMARCA2 act	DAX1 inh-1	FXN GAA850 act	hcDAF12 agonist	ssDAF12 agonist	ADAM17 inh
1	COC(=O)C1=C(C)NC(=O)NC1c1ccc([N+](=O)[O-])o1 (configuration not stated)	-5	-0.3	-0.3	-2.5	-0.9	1
2	COc1ccc(-c2nnc(SCc3ccc(C(=O)O)cc3)n2N)cc1	1	0.0	2.1	2.5	-1.7	0
3	CC(OC(=O)Cc1n[nH]c(=O)c2ccccc12)C(=O)Nc1ccc(F)cc1Cl (configuration not stated)	-3	1.4	1.9	-0.1	-1.7	-5
4	Cc1cnc(C(=O)NC2CCSc3ccccc32)cn1 (configuration not stated)	-2	0.0	0.1	1.5	-0.4	-6
5	COc1cc2c(c(NC(C)=O)c1)N(C(C)=O)CCC2	-1	-0.3	-0.2	-0.5	-0.8	3
6	COc1cccc(CNC(=O)C2CCN(Cc3cnn(-c4ccccc4)c3-n3cccc3)CC2)c1	-2	0.3	1.0	-3.0	-1.6	7
7	CCN1c2ccc(S(=O)(=O)N3CCOCC3)cc2N(Cc2ccc(OC)cc2)C1C (configuration not stated)	0	-0.1	2.3	1.1	-1.4	0
8	Cc1ccc(S(=O)(=O)N2CCC(=O)N(CCOCc3ccc(C(F)(F)F)cc3)CC2)cc1	-3	-1.9	1.3	-3.5	-2.2	10*
9	CC(Oc1ccccc1)C(=O)N1CCC2(CC1)CC(=O)c1ccccc1O2 (configuration not stated)	-3	-0.5	-0.2	-0.4	-1.1	-31
10	CCOC(=O)C(C)Sc1nnc(Cc2cc(=O)[nH]c(=O)[nH]2)n1-c1ccc(OCC)cc1 (configuration not stated)	2	0.6	-0.8	0.3	-1.3	-3

cpd	DAX1 inh-2	hgDAF-12 ag	ADAM10 inh	GC-A act	PG9 binder
1	0.1	4.7	1	-1	-2.5
2	1.2	1.0	1	4	0.8
3	-0.2	2.0	-7	0	1.3
4	2.0	-0.1	-10	-2	-0.9
5	-0.8	-0.5	-2	4	-1.0
6	-0.7	-0.4	9	1	2.4
7	1.4	-0.4	-1	-1	-2.9
8	-3.8	-7.5	6	0	-0.1
9	0.2	-0.3	-107	2	0.9
10	1.5	0.8	-3	2	-0.3

The results go on.
cpd	structure	SMARCA2 act	DAX1 inh-1	FXN GAA850 act	hcDAF12 agonist	ssDAF12 agonist	ADAM17 inh
11	Cc1ccc(CSc2ncn(-c3ccccc3)n2)cc1	3	0.2	1.8	1.6	-1.2	3
12	O=C1C2C3C=CC(O3)C2C(=O)N1N=Cc1cccc2ccccc12 (configuration not stated)	-1	-0.2	2.7	1.9	-0.9	-4
13	COC(=O)[C@]12CCCCC=C1N(Cc1ccc(OC)cc1)C(=O)[C@@H]2CC(=O)N1CCOCC1	-1	-1.1	·	-1.1	-0.5	1
14	COc1ccc(O)c(C(=O)c2cnn(C(=O)c3cccc(S(=O)(=O)N(C)C)c3)c2)c1	2	0.7	1.6	0.4	-0.9	-6
15	CCc1ccc(NC(=O)CSc2nc3ncc(Br)cc3[nH]2)cc1	-3	-0.6	1.4	-1.4	-0.7	1
16	O=C(CSc1nnc(CNC(=O)c2ccccc2)o1)c1ccccc1	-2	1.2	3.4	-0.1	-0.6	-1
17	CCOC(=O)C1=C(C)N=c2s/c(=C\c3ccc(C(=O)O)cc3)c(=O)n2C1c1ccc(OC)cc1OC (configuration not stated)	-1	-0.2	2.5	-2.5	-0.4	-2
18	CCCCn1c(=O)[nH]c(=O)c2c1nc(-c1cc(Br)c(OCC)c(OC)c1)n2C	-4	-0.1	-1.1	-0.8	-1.2	-1
19	Cc1cccc(CC(=O)Nc2sc(C(C)C)cc2C(=O)N2CCOCC2)c1	-3	-1.9	-1.3	0.2	-0.8	-3
20	O=C(CSC1=NC(=O)C(Cc2ccccc2)C(=O)N1)NC1CCCCC1 (configuration not stated)	-1	-0.4	-0.7	-1.1	-1.2	-3

cpd	DAX1 inh-2	hgDAF-12 ag	ADAM10 inh	GC-A act	PG9 binder
11	4.2*	1.2	12	-11	-0.9
12	2.8	1.3	-16	7	1.2
13	·	-0.9	-1	-3	·
14	-1.1	1.5	-32	-6	0.6
15	0.5	1.1	0	-2	11*
16	-0.5	0.4	-8	3	0.0
17	-0.2	-2.2	-4	-27	-0.4
18	1.9	-0.2	-2	-7	0.3
19	-1.1	-0.5	-8	-1	0.6
20	0.9	-3.1	-5	4	2.3

Single records, from the list above. Values in the order: SMARCA2 act	DAX1 inh-1	FXN GAA850 act	hcDAF12 agonist	ssDAF12 agonist	ADAM17 inh	DAX1 inh-2	hgDAF-12 ag	ADAM10 inh	GC-A act	PG9 binder
O=C1C2C3C=CC(O3)C2C(=O)N1N=Cc1cccc2ccccc12 (configuration not stated) is entered as -1	-0.2	2.7	1.9	-0.9	-4	2.8	1.3	-16	7	1.2
CCCCn1c(=O)[nH]c(=O)c2c1nc(-c1cc(Br)c(OCC)c(OC)c1)n2C is entered as -4	-0.1	-1.1	-0.8	-1.2	-1	1.9	-0.2	-2	-7	0.3
O=C(CSC1=NC(=O)C(Cc2ccccc2)C(=O)N1)NC1CCCCC1 (configuration not stated) is entered as -1	-0.4	-0.7	-1.1	-1.2	-3	0.9	-3.1	-5	4	2.3

Carrying on.
cpd	structure	SMARCA2 act	DAX1 inh-1	FXN GAA850 act	hcDAF12 agonist	ssDAF12 agonist	ADAM17 inh
21	O=C(O)CSCC(=O)N1CCN(c2nc3cc(Cl)ccc3s2)CC1	-3	-0.1	0.2	0.1	0.1	1
22	Cc1ccc(-n2nnnc2CNC(=O)c2ccc3c(c2)OCO3)cc1C	-1	-1.9	0.0	-3.1	-1.1	-3
23	COCCCNC(=S)NNC(=O)C(O)(c1ccccc1)c1ccccc1	-3	1.1	1.1	-0.4	-2.2	-2
24	O=C(CSc1ccccc1)Nc1ccc(NC(=O)c2ccco2)cc1	-2	0.7	-0.7	-0.3	-1.4	-3
25	COc1ccc(-c2nnc(SCC(=O)NNC(=O)Cc3ccccc3)n2C)cc1OC	-2	0.0	2.3	-2.4	-0.4	0
26	CCC(=O)N1CCCC(C)(C(=O)Nc2ccc(C)c(C)c2)C1 (configuration not stated)	1	-0.8	-0.5	-0.1	0.1	-3
27	COc1ccc(C(C)(C)C)cc1NC(=O)COC(=O)CN1C(=O)NC2(CCCCC2C)C1=O (configuration not stated)	-1	0.2	2.8	-1.8	-1.1	0
28	O=C(CN1CCC(C(=O)c2ccc(F)cc2)CC1)NCc1ccccc1F	-4	-0.2	-1.7	-0.3	-1.4	0
29	O=C(N[C@H](c1cccc(Br)c1)[C@@H]1CCCC=C1c1ccccc1)C(F)(F)F	-1	-0.6	·	-0.9	-0.7	-3
30	COc1ccc(OCC(=O)NC2CCSc3ccccc32)cc1 (configuration not stated)	-2	-1.0	0.9	-1.2	-0.6	-1

cpd	DAX1 inh-2	hgDAF-12 ag	ADAM10 inh	GC-A act	PG9 binder
21	0.9	1.2	14	-1	-1.1
22	0.7	2.3	-2	1	-0.8
23	1.6	-0.9	1	7	0.1
24	-0.2	0.0	-2	-1	-1.7
25	1.3	-0.8	-1	-1	-0.8
26	·	-0.5	-4	0	-0.4
27	1.2	0.4	0	2	0.5
28	-0.7	-1.4	-3	1	-1.8
29	·	-2.8	-10	-8	-0.7
30	0.5	1.0	-10	1	0.8

Continued.
cpd	structure	SMARCA2 act	DAX1 inh-1	FXN GAA850 act	hcDAF12 agonist	ssDAF12 agonist	ADAM17 inh
31	C[C@@H](C(=O)NCCc1c[nH]c2ccccc12)[C@H]1C[C@]1(C)[C@H](NC(=O)OCc1ccccc1)c1ccccc1	-1	-0.4	-1.9	2.2	-2.3	5
32	CCOC(=O)/C(C#N)=N/Nc1ccccc1C(=O)O	1	-0.8	-1.1	-0.5	-0.9	-1
33	CN(C(=O)OCc1ccccc1)C(CC(N)=O)C(=O)O (configuration not stated)	0	0.0	2.3	-0.5	-1.1	-3
34	CCN(CC)C(=O)c1ccc(-c2nnc(Nc3ccc(O)cc3)c3ccccc23)cc1	-3	-0.3	-0.8	-0.6	-0.8	1
35	CCOc1ccc(NS(=O)(=O)c2cccs2)cc1S(=O)(=O)N1CCCC1	0	1.0	0.3	-0.6	-0.8	-1
36	Cc1c(C(=O)N2CCC(C)CC2)sc2ncnc(N3CCN(c4ccccc4)CC3)c12	-2	0.1	2.6	-2.2	-1.8	-8
37	COc1ccc(CCN2CC(C(=O)NCCc3cccc(F)c3)CCC2=O)cc1 (configuration not stated)	-2	0.0	1.5	1.2	-1.0	-1
38	CCCCCCCC(=O)NC(Nc1ccccc1OC)C(Cl)(Cl)Cl (configuration not stated)	-4	0.0	0.8	-0.1	-2.0	1
39	CCOc1cc(C#N)ccc1OCC(=O)N1CCN(C(=O)c2cccs2)CC1	3	-0.4	-0.5	-0.2	-0.8	-1
40	CCOC(=O)c1ccc(NS(=O)C23CC4CC(CC(C4)C2)C3)cc1 (configuration not stated)	6	-0.1	5.5	2.3	-0.1	4

cpd	DAX1 inh-2	hgDAF-12 ag	ADAM10 inh	GC-A act	PG9 binder
31	1.7	-1.7	12	-6	-2.8
32	2.4	0.7	1	4	1.0
33	0.4	1.8	0	4	0.5
34	1.1	-1.4	1	2	0.3
35	-0.3	-1.4	0	-3	-0.4
36	-0.4	-0.3	2	1	0.7
37	0.8	0.2	12	-1	-2.5
38	-0.9	1.0	14	-5	0.5
39	0.1	-1.2	-5	9	-2.5
40	-1.2	1.8	0	6	-0.4

Following part.
cpd	structure	SMARCA2 act	DAX1 inh-1	FXN GAA850 act	hcDAF12 agonist	ssDAF12 agonist	ADAM17 inh
41	COc1ccc(N2CCc3c(C)nc(SC)nc32)cc1	0	-0.2	2.5	-1.6	-0.9	-6
42	Cc1cccc(C)c1NC(=O)C(C1CC1)n1c(=O)c(-c2cc3ccccc3[nH]2)nc2ccccc21 (configuration not stated)	-6	0.1	·	1.8	-0.3	-110
43	CC(OC(=O)c1ccc(C#N)cc1)C(=O)Nc1ccc(Cl)cn1 (configuration not stated)	-2	-1.2	0.6	0.8	-0.2	-4
44	Cc1ccc(C(=O)CCCn2nnc(-c3cccnc3)n2)cc1C	3	-0.3	0.1	-1.3	-1.2	-2

cpd	DAX1 inh-2	hgDAF-12 ag	ADAM10 inh	GC-A act	PG9 binder
41	-1.5	1.5	-4	-3	-0.7
42	·	-1.4	-366	-1	0.6
43	1.9	1.3	-16	0	-1.1
44	0.5	-0.4	-7	0	-0.5

Outcome played no part in choosing rows; about 6.8% have a hit in one of these screens.
